# NCI-60 one-dose screen, 48 h, at 10 µM unless noted. Numbers give growth in % (100 = growth as untreated, 0 = no growth, -100 = all killed).
# SN12C = SN12C renal cancer cells | 81,000 tested, 3.8% active
# TK-10 = TK-10 renal cancer cells; 81,000 tested, 3.9% active
# RXF 393 = RXF 393 renal cancer cells. 77,000 tested, 6.9% active
# A498 = A498 renal cancer cells | AID 1794774 | 76,000 tested, 5.4% active
# DU-145 = DU-145 prostate cancer; 81,000 tested, 4.2% active; AID 1794760
# UO-31 = UO-31 renal cancer | 81,000 tested, 5.2% active | AID 1794768
# ACHN = ACHN renal cancer | 81,000 tested, 4.9% active
# 786-0 = 786-0 renal cancer cells; 81,000 tested, 5.1% active
# CAKI-1 = CAKI-1 renal cancer; 75,000 tested, 4.7% active
# An asterisk follows results filed as active; . = not tested or not shown. The calls were made as follows: active = growth percent below 10; inactive = the rest. Rows were taken by chance; any-hit rate near 11%.
SMILES,SN12C,TK-10,RXF 393,A498,DU-145,UO-31,ACHN,786-0,CAKI-1
Cc1cnc(Nc2ccc(OCCN3CCCC3)cn2)nc1NCc1ccco1,88,94,81,100,100,74,109,73,92
Cc1ccccc1C1=N[C@@H](Cc2ccccc2)C(=O)c2c(nc3ccccn23)N1,107,138,105,98,113,81,95,101,89
FC(F)(F)C1(C2CNC2)N=N1,104,106,125,68,103,86,107,101,97
CCC(CC(C)C)Nc1ccc(NC(CC)CC(C)C)cc1 (stereo not given),96,.,96,94,103,93,95,93,99
COc1ccc(-c2nn(-c3cccc(Cl)c3)cc2-c2c(C#N)c3n(c(=O)c2C#N)NC(c2ccccc2)N3)cc1 (stereo not given),75,86,70,.,95,55,93,79,68
CCOc1ccc(C=Nc2cc(C(C)C)c(O)cc2C)cc1OCC,.,102,105,82,111,91,108,98,97
Brc1ccc2[nH]cc(-c3nonc3-c3c[nH]c4ccc(Br)cc34)c2c1,85,90,98,92,103,60,65,100,61
Oc1ccc(-c2nn(-c3ccccc3)cc2-c2nc3ccccc3o2)cc1,95,146,118,96,116,82,103,109,104
CC1(C)C(=O)COC1=O,101,87,108,90,108,96,105,104,87
COc1ccc(-c2nn(-c3cccc(Cl)c3)cc2-c2c(C#N)c(N)nc3c2-c2ccccc2C3=O)cc1,95,134,110,105,131,89,105,115,90

# Fetched by compound from the list above:
SMILES,SN12C,TK-10,RXF 393,A498,DU-145,UO-31,ACHN,786-0,CAKI-1
Cc1ccccc1C1=N[C@@H](Cc2ccccc2)C(=O)c2c(nc3ccccn23)N1,107,138,105,98,113,81,95,101,89
CC1(C)C(=O)COC1=O,101,87,108,90,108,96,105,104,87

# (more compounds)
SMILES,SN12C,TK-10,RXF 393,A498,DU-145,UO-31,ACHN,786-0,CAKI-1
COC(=O)Cc1[nH]c(SC)nc1C(=O)OC,99,.,119,99,106,105,111,99,103
O=[N+]([O-])c1cccc(NCn2c(=S)sc3ccccc32)c1,93,119,103,105,112,70,100,109,84
Fc1cccc(Cn2cc(CSc3nc4ccccc4s3)nn2)c1,101,96,100,84,108,88,102,103,85
CN(CCn1sc(=O)n(Cc2ccccc2)c1=O)Cc1ccc2c(Cl)cc(Cl)c(O)c2n1,35,64,54,68,52,-12*,28,38,46
C/C(=N\NC(=S)Nc1ccccc1)c1nnn(-c2ccc(Br)cc2)c1C,68,46,65,77,63,39,41,82,51
CC(/C=N/N=C1\C(=O)Nc2ccccc21)=C\c1ccccc1,93,108,103,103,96,60,98,105,91
CC(C)C(=O)Nc1ccc(Cl)c(Cl)c1,96,95,106,84,.,98,104,96,101
Cc1ccc2c(N/N=C\c3ccco3)cc(C)nc2n1,77,94,64,50,60,35,40,49,66
Cc1cccc(NC2CNC(=O)NC2=O)c1 (stereo not given),95,100,106,.,118,72,101,103,142
CC1Cc2c(nc[nH]c2=O)N(C)c2ccccc21 (stereo not given),101,103,105,107,113,87,98,90,91

# In the list so far, 5 have sulfur.
SMILES,SN12C,TK-10,RXF 393,A498,DU-145,UO-31,ACHN,786-0,CAKI-1
COC(=O)Cc1[nH]c(SC)nc1C(=O)OC,99,.,119,99,106,105,111,99,103
O=[N+]([O-])c1cccc(NCn2c(=S)sc3ccccc32)c1,93,119,103,105,112,70,100,109,84
Fc1cccc(Cn2cc(CSc3nc4ccccc4s3)nn2)c1,101,96,100,84,108,88,102,103,85
CN(CCn1sc(=O)n(Cc2ccccc2)c1=O)Cc1ccc2c(Cl)cc(Cl)c(O)c2n1,35,64,54,68,52,-12*,28,38,46
C/C(=N\NC(=S)Nc1ccccc1)c1nnn(-c2ccc(Br)cc2)c1C,68,46,65,77,63,39,41,82,51

# The list goes on:
SMILES,SN12C,TK-10,RXF 393,A498,DU-145,UO-31,ACHN,786-0,CAKI-1
Cc1nc(N)sc1C(=O)NCCO,101,112,106,119,105,80,103,129,129
COc1ccc(C(=O)Nc2ccccc2[N+](=O)[O-])cc1,99,93,108,71,100,78,97,98,101
COc1ccc(S(=O)(=O)NCCNc2nccc(-c3c(-c4cccc(OC)c4)nc4occn34)n2)cc1,95,120,109,.,110,73,92,99,90
CCSCC1CC(O)(c2ccccc2)CC(c2ccc(Cl)cc2)O1 (stereo not given),85,127,105,.,106,75,84,87,68
COc1cccc(C(=O)NNc2nc(Cl)nc(N3CCN(C(c4ccccc4)c4ccccc4)CC3)n2)c1,71,98,78,.,101,93,55,82,69
COc1ccc(C2c3cccn3-c3ccccc3N2C(C)=O)cc1OC (stereo not given),.,111,110,110,110,79,98,111,95
CCOc1ccc2cc(S(=O)(=O)O)ccc2c1N,100,105,105,115,116,86,103,104,101
COc1ccc(C(=O)Nc2cc(C)nc3ccccc23)cc1,95,113,85,107,112,72,98,.,95
O=C(CCc1nnc(-c2cccnc2)o1)c1nc2ncccc2[nH]1,113,97,89,92,111,80,104,94,95
O=C(Nc1ccccc1)C(Cl)=C1C(Cl)=C(Cl)C(Cl)=C1Cl,88,103,100,88,87,67,97,97,96
Cc1nn(-c2ccccc2)c(Oc2ccccc2)c1/C=N/NC(=O)Cn1c(=O)sc2ccccc21,61,61,71,46,76,35,47,75,33
CC1(C)OC1(C#N)c1ccccc1 (stereo not given),90,104,121,102,113,78,108,111,101
CN(N=O)C(=O)NC1C(NC(=O)N(C)N=O)N(C)C(=O)N1C (stereo not given),110,96,105,109,109,93,99,95,88
CC(C)Cc1cc(-c2cc(CC(C)C)on2)no1,99,108,134,118,115,96,118,105,97
CN1CCN(Cc2ccc(NC(=O)c3cncc(C#Cc4cnc5[nH]ncc5c4)c3)cc2C(F)(F)F)CC1,14,50,-3.0*,-5.8*,33,3.0*,8.5*,46,-13*
Cn1c(=O)c(C#N)c(-c2ccco2)n2c(SCC3CO3)nnc12 (stereo not given),87,118,85,93,95,71,89,108,89
CCCCCCC(O)(c1ccc(F)cc1)C(CN1CCOCC1)c1ccccc1 (stereo not given),35,34,21,50,52,19,24,45,33
CC1=CC(C)(C)c2cc3c(cc21)C(C)(C)CCC3(C)C,88,104,111,94,103,89,105,95,99
Cc1ccc(Cc2cnc(NC(=O)c3cc(C)oc3C)s2)cc1,87,64,59,84,76,61,70,77,38
CCN(CC)CCOc1ccc(C(=O)/C=C\c2ccc(Cl)cc2Cl)cc1,43,76,34,70,52,25,53,36,55

# Molecules from the list above containing an aryl thioether with sulfur outside any ring, in the order listed:
SMILES,SN12C,TK-10,RXF 393,A498,DU-145,UO-31,ACHN,786-0,CAKI-1
COC(=O)Cc1[nH]c(SC)nc1C(=O)OC,99,.,119,99,106,105,111,99,103
Fc1cccc(Cn2cc(CSc3nc4ccccc4s3)nn2)c1,101,96,100,84,108,88,102,103,85
Cn1c(=O)c(C#N)c(-c2ccco2)n2c(SCC3CO3)nnc12 (stereo not given),87,118,85,93,95,71,89,108,89

# Next part:
SMILES,SN12C,TK-10,RXF 393,A498,DU-145,UO-31,ACHN,786-0,CAKI-1
O=C1Nc2ccccc2/C1=N/c1nc(-c2ccc(Cl)cc2)cs1,79,88,65,51,75,52,80,76,.
COc1cc(C2CC(=O)Nc3c2c(C)nn3-c2nc3ccccc3[nH]2)cc2c1OCC(=O)N2 (stereo not given),76,87,-0.6*,21,111,52,70,58,95
COc1ccc(-c2nc(/C=N/Nc3cc(C)nc4ccc(Br)cc34)c(C)o2)cc1,-89*,-52*,-91*,59,-90*,-99*,-100*,-82*,-91*
COc1ccc(N2C(=O)/C(=C/C(Cl)=C/c3ccc([N+](=O)[O-])cc3)SC2=S)cc1,-3.3*,-27*,-78*,63,5.0*,-98*,-68*,-78*,0.8*
Cc1cc(Br)ccc1N=c1scc(-c2ccc(Cl)cc2)n1C,104,114,107,107,108,90,84,100,89
Nc1nc(Cl)c(C=O)c(Nc2ccccc2)n1,105,115,91,96,98,94,79,102,81
CCC/C=C(/C=O)CC,102,102,115,109,105,80,99,101,92
COc1ccc(C(=O)c2c(N)c(C#N)cn2-c2ccc([N+](=O)[O-])cc2)cc1,101,117,94,126,109,90,106,109,85
COc1cccc(CN2C(=O)OC(C)(COC(C)=O)C2=O)c1OC (stereo not given),107,104,106,107,115,92,105,100,97
CCOC(=O)C1=C(C(=O)c2ccc(Br)cc2)C(c2ccc(Br)cc2)NC(=S)N1 (stereo not given),98,130,109,91,113,77,98,106,86
C[n+]1c2ccccc2c(NC2CCNCC2)c2[nH]c3ccccc3c21,-18*,29,-14*,52,-1.9*,67,71,58,89
O=C(/C=C/c1ccc(F)cc1)N1CCN(C(=O)/C=C/c2ccc(C(F)(F)F)cc2)CC1,106,105,120,130,109,90,115,107,97
O=C(/C=C/c1ccccc1)c1ccccc1O,92,94,66,98,.,65,87,80,75
CCc1ccc(CCN2C(=O)c3ccccc3C2=O)nc1,103,126,.,120,118,137,105,106,.
CCOC(=O)c1cc(-c2nc3ccccc3s2)c(=O)n(NS(=O)(=O)c2ccc(Cl)cc2)c1N,94,125,113,.,113,74,97,100,75
CCc1nnc(NC(=O)Cc2csc(-c3ccccc3)n2)s1,104,112,.,132,115,83,101,102,93
N#Cc1ccccc1-c1ccc(Cn2c(-c3cscn3)nc3ccc(Cl)cc32)cc1,98,95,104,103,98,60,89,83,80
NC(=O)c1ccccc1NC(=O)COc1ccc(Cl)cc1,93,101,120,80,93,77,104,82,94
CC(=O)Nc1nc(C)c(C(=O)NNS(=O)(=O)c2ccccc2)s1,105,161,110,121,135,92,115,93,121
Cc1c(Br)sc2ccccc12,99,95,110,86,113,78,100,94,93
O=C(O)CCCN1C(=O)NC2(C1=O)c1ccccc1-c1ccccc12,.,90,101,101,105,88,104,95,98
CCCC(C)C(=O)OC1CCC(C)CC1 (stereo not given),96,90,110,61,105,92,96,96,100
COc1cc(C(=O)O)c(OC)c2c1OCO2,111,107,118,.,116,79,101,109,89
CC12CCCCC1=C(Nc1ccc(F)cc1)C(=O)O2 (stereo not given),67,81,87,94,95,70,44,92,91
CCOC(=O)c1c(NS(=O)(=O)c2ccc(C)cc2)sc2c1CCC1(C2)OCCO1,95,120,103,98,114,83,95,99,85
O=C(COc1ccccc1)NCc1ccco1,102,115,129,96,106,85,104,108,98
OCc1cnccc1NCC1CCCCC1,103,95,107,100,106,92,102,102,.
COc1ccc(Nc2ncnc3c2cnn3-c2cccc(F)c2)cc1,97,98,106,85,104,79,102,96,96
Cc1ccc2c(OCC(=O)N/N=C/c3ccc(Cl)cc3)cc(=O)[nH]c2c1,97,106,101,109,112,72,99,102,88
Nc1nc(Nc2ccccc2SSc2ccccc2Nc2nc(N)nc(-c3cccc(F)c3)n2)nc(-c2cccc(F)c2)n1,95,131,114,.,110,81,88,110,73

# Screening results deposited in PubChem by NCI.
